High-throughput results as filed in PubChem.
Wnt act – activates Wnt/beta-catenin signaling in a reporter cell assay. hit rate 1.2% among 300,000. activation, % at 9.35 µM. activator, plate reader; in the data active = activation above about 30%, passing the limit was not always enough;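 also: 0% = neutral control wells and 100% = positive control wells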
MOR-DOR inv ag – mu-delta opioid heterodimer inverse agonism; P35372+P41143; cell-based MOR-DOR heterodimer luminescence; inhibition, % at 9.3 µM; hit rate 0.21% among 340,000; in the data active = inhibition above about 22%, passing the limit was not always enough;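 also: 0% = cells with DMSO and 100% = wells without cells with DMSO; values of inactives mirror those of a sister screen read the other way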
LANA DNA inh – KSHV C-LANA DNA binding inhibition; MBP-C-LANA/FAM-LBS DNA binding, fluorescence polarization; inhibition, % at 9 µM; hit rate 0.078% among 340,000; AID 504423;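 active = highest replicate inhibition at or above 60% at 9 µM, even if other replicates fall short; inactive = all replicates below 60% inhibition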;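 also: 0% = neutral control wells and 100% = 4 µM acridine orange control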
Cardiac RTF inh – cardiac RTF calcium desensitization | IANBD-labeled cardiac RTF, Ca2+ fluorescence | inhibition, % at 7.15 µM | hit rate 0.12% among 340,000 | P19429+P45379;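 active = inhibition above the mean inhibition of all tested compounds plus 3 SD, cut at about 17% in these data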;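 also: assay run at fixed EC70 calcium of 1.6 mM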
V-ATPase pH – yeast V-ATPase proton transport regulation by pHLuorin; S. cerevisiae, pHLuorin cytosolic pH fluorescence; AID 504577; response, % at 10 µM; hit rate 0.37% among 350,000; in the data active = response mostly above about 7.3%, no sharp cut-off; inactive = mostly below about 5.4%; also: actives read high; inactives centre near 0; some compounds called inactive have numbers as strong as hits; reference of the scale not given here
MOR-DOR ag – OPRM1-OPRD1 heterodimerization agonism; cells, luminescence; activation, % at 9.3 µM; hit rate 0.3% among 340,000; in the data active = activation above about 18%;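 also: 0% = vehicle-treated cells and 100% = reference agonist; values of inactives mirror those of a sister screen read the other way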
Arrestin-AP2 inh – blocks beta-arrestin peptide binding to AP2 adaptin; hit rate 0.31% among 340,000; AID 504490; FITC-arrestin peptide / GST-AP2 beads, flow cytometry; AP2 beta2 appendage carries R879A mutation; inhibition, % at 10 µM;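 active = inhibition above a set limit, near 3 SD of compounds lacking own fluorescence, cut at about 54% in these data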;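 also: plate controls were DMSO wells for no effect and 5 µM unlabelled arrestin peptide for full effect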
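Material – GST-tagged AP2 beta2-adaptin appendage (R879A) on 4 µm glutathione beads · Probe or stimulus – fluorescein-tagged arrestin peptide at 50 nM final · Timing – 12 min plus 1 h, RT · Detection – bead flow cytometry, FITC channel · Read-out basis – inhibition as reduced fluorescein signal on beads, percent · Medium – PBS plus Tween 20 (0.05%) and BSA (0.1%)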
RTF Ca sens act – cardiac RTF calcium sensitization | IANBD-labeled TnC RTF fluorescence at EC20 calcium; 0% EC20 calcium, 100% full calcium | activation, % at 7.2 µM | hit rate 0.24% among 340,000;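 active = activation above the mean over all tested compounds plus 3 SD, cut at about 30% in these data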;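 also: rise in fluorescence read as greater calcium sensitivity of cardiac thin filaments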
DSG3 Ab inh – blocks pemphigus antibody binding to human desmoglein-3. P32926. DSG3-coupled beads, scFv-anti-DSG3-GFP binding, flow cytometry; hits give low values. binding (percent of control), % at 10 µM. hit rate 0.48% among 310,000;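 active = binding more than 3 SD below its plate's average and above zero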;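 also: hits lower antibody fragment binding to DSG3; some compounds called inactive have numbers as strong as hits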
Keap1-Nrf2 PPI – inhibitors of human Keap1-Nrf2 protein-protein interaction. Q14145. Keap1 Kelch-Nrf2 peptide fluorescence polarization, 1536-well. AID 504523. inhibition, % at 9.4 µM. hit rate 0.15% among 340,000; in the data active = inhibition above about 12%;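 also: human Keap1 Kelch domain with fluorescein labeled Nrf2 9mer peptide probe; 0% = neutral control wells and 100% = peptide positive control; higher means more block of Keap1 binding to Nrf2 peptide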
Target sequence (Q14145 whole entry, looked up, the tested form may be a part): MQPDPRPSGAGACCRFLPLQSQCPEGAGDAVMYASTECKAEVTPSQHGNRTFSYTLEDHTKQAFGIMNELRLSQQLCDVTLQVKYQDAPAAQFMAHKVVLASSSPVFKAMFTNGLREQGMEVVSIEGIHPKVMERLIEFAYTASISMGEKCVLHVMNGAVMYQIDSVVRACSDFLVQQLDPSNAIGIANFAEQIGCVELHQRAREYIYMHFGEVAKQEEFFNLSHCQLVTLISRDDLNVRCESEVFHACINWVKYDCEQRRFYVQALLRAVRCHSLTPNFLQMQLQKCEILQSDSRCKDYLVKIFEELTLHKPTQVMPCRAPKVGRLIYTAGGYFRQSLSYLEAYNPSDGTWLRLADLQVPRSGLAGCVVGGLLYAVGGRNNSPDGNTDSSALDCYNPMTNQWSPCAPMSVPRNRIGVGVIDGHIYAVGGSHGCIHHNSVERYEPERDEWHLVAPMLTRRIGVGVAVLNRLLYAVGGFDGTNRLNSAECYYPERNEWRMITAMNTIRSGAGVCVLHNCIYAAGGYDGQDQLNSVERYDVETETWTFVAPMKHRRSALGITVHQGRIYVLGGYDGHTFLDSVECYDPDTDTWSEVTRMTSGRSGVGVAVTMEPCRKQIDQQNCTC
* = called active by the depositor; . = no result given.

SMILES	Wnt act	MOR-DOR inv ag	LANA DNA inh	Cardiac RTF inh	V-ATPase pH	MOR-DOR ag	Arrestin-AP2 inh	RTF Ca sens act	DSG3 Ab inh	Keap1-Nrf2 PPI
Cc1ccc(OCCCC(=O)Nc2ccc(S(N)(=O)=O)cc2)cc1	0	10	-0.5	-9	0	-2.1	-6	-6	107	-2
Cc1cccc(N2CC(C(=O)NCC3COc4ccccc4O3)CC2=O)c1C (centres undefined)	-4	8	-0.7	-6	-4	-2.0	3	1	.	-2
COc1ccc(OCCCC(=O)Nc2ccc(OC)c(S(=O)(=O)N3CCOCC3)c2)cc1	-1	10	1.9	-4	0	-2.5	-8	-2	.	4
CN(C)S(=O)(=O)N1CCN(c2cccc(Cl)c2)CC1	-2	2	1.8	-8	1	-0.4	9	5	103	-2
CCCc1ccc(C(C)NC(=S)NCc2ccc(F)cc2)cc1 (centres undefined)	0	-34	-0.1	0	-2	6.5	12	-4	101	3
CCOc1ccc(CN(C)C(=O)c2cc3ccccc3o2)cc1OC	-2	-13	-1.3	-18	0	1.5	21	-1	99	1
O=C(O)c1ccccc1C(=O)c1cccc2c(Br)cccc12	-1	11	-1.1	4	-3	-2.1	3	-3	92	-2
CCC(=O)N1CN(S(=O)(=O)c2ccc(C)cc2)CC1C (centres undefined)	-3	3	0.2	-8	2	-0.6	-6	-2	91	-2
CN(CC(=O)Nc1ccccc1Cl)C(=O)COC(=O)c1ccc(S(=O)(=O)C(F)F)cc1	-1	-1	0.0	-10	1	0.1	1	-5	93	-6
CN1C(=O)/C(=C/c2ccccc2OCc2ccc(C(=O)O)cc2)NC1=S	-4	11	-0.8	-12	1	-1.9	35	1	100	-6
O=C(O)c1ccc(NC(=O)C2(c3ccccc3)CCCC2)cc1	-11	12	-1.2	2	1	-2.3	-12	-2	95	0
Cc1ccc(N2C(=O)N(c3ccc(C)cc3)C3CS(=O)(=O)CC32)cc1 (centres undefined)	0	-2	0.5	-6	-2	0.3	-2	-4	104	3
CN(C)CCCOc1ccc2c(c1)Sc1ccccc1CC2=O	-4	27	-1.8	-12	1	-4.3	16	-8	89	-1
O=C(COC(=O)COc1ccc(Cl)cc1)NCc1cccs1	-4	4	1.3	1	2	-0.8	-1	10	107	-1
CC(=O)c1ccc(NC(=O)CSc2nccn2CCc2ccccc2)cc1	25	5	0.9	-4	-2	-0.8	0	3	105	0
Cc1cc(C(=O)N2CCCC(N3CCN(c4ccccc4C)CC3)C2)n(C)n1 (centres undefined)	-1	9	-0.5	-7	-3	-1.7	-15	-4	101	3
Cn1nnnc1SCc1ccc(Cl)cc1	1	8	-0.9	-3	0	-1.5	-9	3	98	-3
COc1ccc(S(=O)(=O)N2CCCCCC2)cc1C(=O)Nc1ccccn1	-2	-4	-0.1	-2	0	0.7	-4	-2	98	-2
O=S(=O)(c1ccc2c(c1)OCCCO2)N1CCNCC1	6	8	-1.5	-6	1	-1.4	8	-3	91	3
Cn1c(N)c(C#N)c2c(c1=S)COC(C)(C)C2	.	15	1.2	-35	2	-2.6	-1	4	110	0
CN(C(=O)COc1cccc(C#N)c1)C1CCS(=O)(=O)C1 (centres undefined)	-5	15	0.2	2	-2	-3.6	-1	-3	101	-3
CC(C#N)(CCc1ccccn1)CCc1ccccn1	1	13	-1.0	0	0	-2.8	-10	-2	132	-1
CCN(CC(=O)NCc1cccs1)S(=O)(=O)c1ccc(NC(C)=O)cc1	-2	12	0.3	-2	-4	-2.3	-11	-3	96	-1
Cc1cc(C)c(Nc2ncccc2C(=O)O)c(C)c1	3	0	-0.9	-1	1	0.0	14	0	109	-1
C/C=C(\C)CN1CCN(c2ccc(C)cc2)CC1	.	2	2.1	2	-2	-0.3	-1	-2	97	-5
SMILES	Wnt act	MOR-DOR inv ag	LANA DNA inh	Cardiac RTF inh	V-ATPase pH	MOR-DOR ag	Arrestin-AP2 inh	RTF Ca sens act	DSG3 Ab inh	Keap1-Nrf2 PPI
COc1cccc(NC(=O)C2Cc3ccccc3CN2C(=O)c2ccco2)c1 (centres undefined)	4	-1	1.7	0	0	0.1	-4	3	116	1
Cc1ccc(C(=O)c2coc3ccc(O)c(CN(C)C)c23)cc1	-1	14	1.1	-6	-2	-2.8	6	2	97	-4
COc1cccc(N2CCN(C(=O)c3oc4ccccc4c3NC(=O)Cc3ccc(OC)c(OC)c3)CC2)c1	-5	0	-0.2	-1	-3	-0.1	33	-7	105	2
CSc1ccccc1OCc1cc(C(=O)NCC(C)(C)N2CCOCC2)no1	-1	2	-0.7	2	-6	-0.4	16	0	104	-4
CCc1cc(=O)oc2cc(C)cc(OCC(=O)N[C@@H](CSCc3ccccc3)C(=O)O)c12	-2	8	0.1	2	-2	-1.5	2	3	95	-2
COc1ccc(CC(=O)N2CCN(S(=O)(=O)c3ccc(Cl)s3)CC2)cc1	-2	9	2.7	2	-4	-2.2	40	-3	98	-1
CNc1c(NS(=O)(=O)c2ccc(Br)cc2)c(=O)oc2ccccc12	1	9	0.0	1	-3	-1.6	5	0	112	2
N#CCCN(Cc1cccs1)C(=O)c1ccc(Cl)cc1	0	7	-0.2	2	5	-1.4	11	-2	.	1
COCCn1c(=O)[nH]c2cc(C(=O)N3CCN(c4ccc(Cl)cc4)CC3)ccc2c1=O	7	7	-0.9	2	6	-1.1	48	-6	.	-5
COc1ccc(C2C(C(=O)N3CCN(c4ccccc4F)CC3)c3ccccc3C(=O)N2C)cc1 (centres undefined)	.	5	1.6	-23	3	-0.8	0	5	.	-9
O=C(NCc1ccccc1)c1ccc(CS(=O)(=O)Cc2ccc(F)cc2)o1	0	5	0.7	-7	-3	-1.0	-2	-3	102	-1
CCC(Cc1ccccc1)NC(=O)c1cc(S(=O)(=O)N2CCCCC2)c[nH]1 (centres undefined)	1	1	1.4	-3	1	-0.2	-4	3	105	-3
Cc1ccc(-c2csc(NC(=O)CSc3nc(C)cs3)n2)cc1	6	0	0.2	6	-4	0.1	20	-2	86	3
NC(=O)CSc1nc2ccccc2c(=O)n1Cc1ccccc1	-1	6	-0.9	-2	4	-1.3	34	-3	102	-2
Cc1ccc(-n2ncc(Cl)c2C(=O)NCc2ccccc2)cc1	23	-7	2.9	7	-3	1.6	21	-5	99	-1
CC(=O)c1cn(N(C)c2ncc(C(F)(F)F)cc2Cl)c(=O)[nH]c1=O	0	.	-0.5	.	-2	.	-7	.	100	-3
Cc1cc(-c2ccc(C(C)C)c(S(=O)(=O)N3CCN(c4ccccc4)CC3)c2)on1	-16	5	-2.0	-11	0	-1.0	8	3	106	-4
CCOc1ccc2ccccc2c1C1NC(=O)NC(C)=C1C(=O)OCCOC (centres undefined)	-3	-11	-0.2	-5	-2	1.3	25	1	111	0
COc1ccc(Cn2nnc3c(=O)[nH]c(C4CCN(C(=O)c5ccccc5Cl)CC4)nc32)cc1	-1	15	-0.9	-6	-1	-2.6	9	-1	112	-2
COc1ccc(CC(=O)NCCS(=O)(=O)N2CCN(c3ccccc3)CC2)cc1OC	2	16	-0.7	-3	-5	-2.5	-2	-3	103	-5
COc1ccc(C(C)NC(=O)CC23CC4CC(CC(C4)C2)C3)cc1 (centres undefined)	-1	0	-1.3	-2	-1	0.0	37	6	115	-2
N#CC(c1ccccc1F)(c1ncc(C(F)(F)F)cc1Cl)N1CCOCC1 (centres undefined)	14	-15	-0.7	-2	-83	2.7	0	-2	103	1
O=C(CN1CCN(c2ccc(F)cc2)CC1)NC(=O)NCc1ccco1	-1	12	-0.4	1	-1	-2.2	-1	5	110	-4
COc1cccc(-c2[nH]nc3c2C(c2ccsc2)C(C#N)=C(N)O3)c1 (centres undefined)	.	0	-0.2	-9	-2	0.0	6	7	102	-10
CCn1nc(C(=O)OC2CCOC2=O)c2ccccc2c1=O (centres undefined)	.	12	-1.2	-1	-3	-2.0	-4	6	91	0

Profiles, quoted from the list. Order of values: Wnt act | MOR-DOR inv ag | LANA DNA inh | Cardiac RTF inh | V-ATPase pH | MOR-DOR ag | Arrestin-AP2 inh | RTF Ca sens act | DSG3 Ab inh | Keap1-Nrf2 PPI
`Cc1ccc(C(=O)c2coc3ccc(O)c(CN(C)C)c23)cc1` is listed with -1 | 14 | 1.1 | -6 | -2 | -2.8 | 6 | 2 | 97 | -4
`O=C(NCc1ccccc1)c1ccc(CS(=O)(=O)Cc2ccc(F)cc2)o1` is listed with 0 | 5 | 0.7 | -7 | -3 | -1.0 | -2 | -3 | 102 | -1
`COCCn1c(=O)[nH]c2cc(C(=O)N3CCN(c4ccc(Cl)cc4)CC3)ccc2c1=O` is listed with 7 | 7 | -0.9 | 2 | 6 | -1.1 | 48 | -6 | . | -5
`CSc1ccccc1OCc1cc(C(=O)NCC(C)(C)N2CCOCC2)no1` is listed with -1 | 2 | -0.7 | 2 | -6 | -0.4 | 16 | 0 | 104 | -4

Continuation:
SMILES	Wnt act	MOR-DOR inv ag	LANA DNA inh	Cardiac RTF inh	V-ATPase pH	MOR-DOR ag	Arrestin-AP2 inh	RTF Ca sens act	DSG3 Ab inh	Keap1-Nrf2 PPI
COc1cccc(C(=O)NCCC2=CCCCC2)c1OC	.	16	0.1	3	3	-3.2	-4	-1	101	-1
CC(=O)NCC(=O)OC(C(=O)c1ccccc1)c1ccc(Cl)cc1 (centres undefined)	.	12	2.7	-7	0	-2.3	7	9	114	3
CC1(C)CC(NS(=O)(=O)c2ccccc2)CC(C)(C)N1	.	10	0.9	1	-1	-2.0	-24	-6	98	2
CCN(c1ccccc1)S(=O)(=O)c1cccc(C(=O)NCC(c2ccco2)N2CCCCC2)c1 (centres undefined)	-4	-4	-1.0	2	-4	0.7	30	-8	99	2
Cc1cc(N)n(-c2ccccc2)n1	-3	21	0.6	4	0	-4.2	23	2	103	0
Cc1cccc(NC(=S)N2CCC(c3nc4ccccc4o3)CC2)c1C	0	4	-0.8	-7	4	-0.8	-2	-3	100	-5
CCc1oc2ccccc2c1C(=O)CCN1CCCCC1	.	1	-1.2	0	1	-0.2	17	0	93	-8
Cc1c(C(=O)N2CCCCC2)c(S(=O)(=O)NCc2ccccc2Cl)c(C)n1C	1	2	0.6	-4	0	-0.4	-1	-2	.	-7
COc1ccccc1N1CCN(C(=O)c2cc(-c3ccc(Br)cc3)on2)CC1	0	-1	5.2	-3	-1	0.1	10	4	88	-1
